Screening data as filed in PubChem BioAssay.
aGlu spleen mod – lysosomal alpha-glucosidase (human) modulation. Potency, µM (doses to about 79.9 µM), for the others: at the top dose activity change, negative = inhibition, actives largely listed as inhibitors. AID 2112. P10253. hit rate 0.006% among 240,000. human spleen homogenate, 4-MU-alpha-glucoside fluorescence;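 further: 0% = enzyme with vehicle and -100% = no enzyme basal signal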
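Compounds were titrated against alpha-glucosidase in spleen homogenate at pH 5.0, with 1 mM 4-methylumbelliferyl substrate for 40 min at 37 C. Reactions were quenched with pH 10 NaOH/glycine and fluorescence measured.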
GAA inhib – alpha-glucosidase (human) inhibition; P10253; purified human GAA, 4-MU-alpha-glucoside fluorescence; Potency, µM (highest dose often 76.9 µM), for inactives: top-dose activity change, negative = inhibition, usual class: inhibitors; hit rate 0.005% among 200,000;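 further: plate controls were uninhibited enzyme wells for no effect and no-enzyme background for full effect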
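Activity normalized between no-enzyme (basal) and enzyme-only wells. Conditions: 4 nM human enzyme, 400 uM fluorogenic substrate, citrate/phosphate pH 5.0 with Tween-20, 20 min room temperature, compounds up to 77 uM.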
GoLoco inh red – RGS12 GoLoco-Gai1 interaction inhibition; hit rate 0.44% among 230,000; Gai1:RGS12 GoLoco peptide FP, rhodamine, 10 min; Potency, µM (series often up to 61.6 µM), for inactives: at the highest dose activity, negative = inhibition, actives largely listed as inhibitors; active means well fitted inhibition curve with a large enough effect, not every such curve was filed as active; inactive means no such curve, though single readings can be large or run the other way; further: on the % scale 0 is the no-effect control and ±100 the full control effect; nearly all actives have a fitted effect of over 30% in size; many of its hits are not listed in these tables
Target sequence (P63096 whole entry, looked up): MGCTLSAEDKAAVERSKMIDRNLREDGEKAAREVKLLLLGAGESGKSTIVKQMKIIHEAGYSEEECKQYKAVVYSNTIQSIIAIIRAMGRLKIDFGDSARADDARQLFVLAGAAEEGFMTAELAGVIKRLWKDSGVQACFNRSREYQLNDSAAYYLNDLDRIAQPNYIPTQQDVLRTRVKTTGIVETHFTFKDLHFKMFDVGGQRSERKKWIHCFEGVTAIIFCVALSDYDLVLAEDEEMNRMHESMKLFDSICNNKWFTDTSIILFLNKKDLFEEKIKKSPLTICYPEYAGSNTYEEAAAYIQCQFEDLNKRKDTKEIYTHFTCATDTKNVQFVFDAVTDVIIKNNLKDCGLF
GAA glycogen mod – GAA glycogen-cleavage inhibition or activation; P10253; recombinant GAA, glycogen substrate, Amplex Red glucose oxidase fluorescence; Potency, µM (titrated, usually from 76.4 µM), for inactives: top-dose activity change, negative = inhibition, hits mostly inhibitors; hit rate 0.38% among 300,000;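 further: 0% = full enzyme reaction and -100% = no-enzyme basal signal; the screen sought inhibitors and activators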
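Recombinant human alpha-glucosidase (4 nM final) hydrolysed bovine liver glycogen (30 ug) for 40 min at 37 C in pH 5.0 citrate/phosphate with 0.01% Tween-20. Released glucose detected by glucose oxidase/Amplex Red, Ex 573/Em 610 nm. Compounds up to 77 uM; AC50 from Hill fits.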
HTT cytoprotect – cytoprotection in Huntington HTT-Q103 PC12 cell model; PC12 HTT-Q103 induced, cytoprotection, ATP luminescence, 40 h; Potency, µM (titrated, usually from 56.4 µM), for inactives: cytoprotection (ATP increase), most hits filed as activators; hit rate 0.14% among 230,000; AID 1471;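 further: % of control where 0% means no effect; nearly all actives have a fitted effect of over 45% in size; toxic huntingtin expression switched on by the ecdysone agonist tebufenozide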
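Huntington model: PC12 line, ecdysone-inducible HTTQ103 exon1–GFP, tebufenozide 100 nM. Test articles in a dose series. Endpoint luminescence from cellular ATP.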
IMPase Li inh – IMPase inhibition in cells with lithium potentiation | CHO-M1 cells, IP1 TR-FRET (IP-One), carbachol + lithium | Potency, µM (titrated, usually from 59.4 µM), without a hit: at the highest dose activity, negative = IMPase inhibition, most hits filed as inhibitors | hit rate 0.35% among 210,000 | AID 1457;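 further: IP1 builds up when IMPase is blocked and the TR-FRET signal falls; plate controls were basal vehicle for no effect and high inhibitor control for full effect; nearly all actives have a fitted effect of over 50% in size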
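Concentration–response in CHO-M1 cells, lithium-potentiated; 30 min at 37C. IP1 detected by competitive TR-FRET after 10 min lysis at RT. Hill-fitted AC50.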
HttQ103 aggreg – inhibitors of mutant huntingtin aggregate formation in PC12 cells; PC12 HttQ103-GFP aggregates, Acumen cytometry, 40 h; Potency, µM (top dose mostly 46.1 µM), for the others: top-dose activity change, negative = inhibition, hits mostly inhibitors; hit rate 1.1% among 220,000; further: on the % scale 0 is the no-effect control and ±100 the full control effect; nearly all actives have a fitted effect of over 60% in size
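Huntingtin Q103 exon 1–GFP aggregates in induced PC12 cells (100 nM tebufenozide) were quantified by cytometry from lysates, with compounds dosed in titration.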
* hit, by the source's call; u = inconclusive; x = not tested or not shown; & = joins results of further samples; [ ] = another dose, or the depositor's remark. Unless noted, the call rests on the fitted dose curve; in most records, active means well fitted curve in the direction sought with a large enough effect; inconclusive means small, poorly fitted or top-dose-only effect, or another doubt; inactive means no such curve, though single readings can be large; an effect the other way counts as inactive or inconclusive. Potency means the concentration at half of the fitted maximal effect.

The line under a structure holds: aGlu spleen mod	GAA inhib	GoLoco inh red	GAA glycogen mod	HTT cytoprotect	IMPase Li inh	HttQ103 aggreg
> CC(C)(C)NC(=O)COC(=O)c1ccc(Cl)c(S(N)(=O)=O)c1
    -1%	12%	9%	8%	6%	-1%	-7%
> CCN(CC)Cc1ccccc1Sc1ccccc1
    -5%	-4%	9%	1%	4%[10 µM]	32%[activator]	5%
> CC(OC(=O)c1ccc(Cl)nc1)C(=O)NC(C)(C)C (configuration not stated)
    x	-2%	2%	3%	-25%	3%	-9%
> CCC(Oc1ccccc1)C(=O)NC1C(=O)N2C1SC(C)(C)C2C(=O)O (configuration not stated)
    -11%	10%	-7%&15%	-8%	-8%	5%	-2%
> CC(=O)NC1=NN(C(C)=O)C(C)(c2cccs2)S1 (configuration not stated)
    -7%	-10%	4%	8%	-11%[1.9 µM]	8%	-4%
> CCN(CC)CCC(c1ccc(N(C)C)cc1)c1c(O)cc(OC)cc1OC (configuration not stated)
    -7%&-4%	x	-10%	20%	16%[10 µM]	x	-12%[9.22 µM]
> O=C(CSc1n[nH]c(-c2cccs2)n1)NCc1ccc2c(c1)OCO2
    3%	2%	11%	-1%	-28%	24%[38.3 µM]	4%
> CN1CCC(=NNC(=O)C(=O)NC(C)(C)C)CC1
    4%	-8%	13%	6%	-1%	2%[38.3 µM]	1%
> Cc1ccc(CN2CCN(/N=C/c3ccc(C)s3)CC2)cc1
    2%	3%	0%	-21%	15%[10 µM]	-5%	-1%
> O=C1CCC(Cc2ccccc2)N1 (configuration not stated)
    -5%	0%	-13%	3%	8%	9%[38.3 µM]	2%
> O=c1cc(O)nc(SCc2ccccc2)n1-c1ccc(F)cc1
    -2%	-1%	24%	-3%	-17%	7%[38.3 µM]	-10%
> Cc1cc(NC(=O)CSc2nnnn2C2CCCC2)no1
    -2%	-4%	-3%	2%	1%	33%[38.3 µM]	-9%
> CC(C)COc1ccc(C(=O)Nc2scc(-c3ccc(Cl)cc3Cl)c2C(N)=O)cc1
    -13%	6%	-1%	-3%	-9%	2%[38.3 µM]	u
> Cc1ccc(S(=O)(=O)NC(=O)Nc2ccc(OC(F)F)cc2)cc1
    -6%	x	9%	-9%	-7%[10 µM]	x	-26%[9.22 µM]
> Nc1ccccc1SCC(=O)Nc1nc(-c2ccccc2)cs1
    -4%	u	-6%	4%	-21%[10 µM]	3%	-1%[9.22 µM]
> O=C(O)c1ccccc1C(=O)NCc1ccc(F)cc1
    -8%	-1%	5%	-4%	-2%[0.074 µM]	1%[38.3 µM]	0%
> Cc1ccc(-c2cc(C(=O)O)c3sc(N4CCCCC4)nc3n2)cc1
    u	u	-3%	2%	21%[10 µM]	-21%	9%
> CCOc1cc(S(=O)(=O)NCCc2cccc(C)c2)c(OCC)cc1-n1cnnn1
    -3%	u	-7%	2%	-15%[10 µM]	33%[38.3 µM]	u
> CCOC(=O)C(Cc1ccccc1)NC(C)=O (configuration not stated)
    -7%	1%	9%	6%	16%	26%[38.3 µM]	1%
> O=C(CSc1ncn[nH]1)NC12CC3CC(CC(C3)C1)C2
    0%	-4%	-1%	4%	0%	20%[38.3 µM]	17%
> O=C(O)C1CC=CCC1C(=O)Nc1ccccc1C(=O)N1CCN(c2ccccc2)CC1 (configuration not stated)
    4%	4%	7%	-12%	12%	25%[38.3 µM]	9%
> Cc1ccc(S(=O)(=O)Nc2nc(C)c(C(=O)NNS(=O)(=O)c3ccccc3)s2)cc1
    -9%	4%	0%	u	-15%[10 µM]	x	-2%[9.22 µM]
> Cc1noc(COc2ccccc2OCC(N)=O)c1Cl
    -12%	-5%	-1%	-6%	-14%	-12%[38.3 µM]	15%[9.22 µM]
> CC(C)NC(=O)c1nn(C)c2ccccc12
    -4%	-1%	10%	8%	1%[0.074 µM]	-4%	19%
> CCO[C@@H]1OC(C(=O)N2CCOCC2)=C[C@H](C2CC2)[C@H]1CCCO
    -2%	x	5%	-1%	7%[10 µM]	-1%	-5%[9.22 µM]
> Cc1ccc2c(n1)sc1c(-c3ccccc3)c(C#N)c(N)nc12
    -7%	8%	x	7%	-61%[inhibitor]	x	13µM*
> CCOc1cc(-c2noc(CCC(=O)Nc3cccnc3)n2)ccc1OC
    1%	2%	3%	-8%	-10%	-5%[38.3 µM]	4%
> Cc1cccnc1NC(=S)Nc1ncccc1C
    -8%	2%	7%	-22%	-26%[10 µM]	x	5%[9.22 µM]
> O=C1CCC/C(=N\NC(=O)c2ccc(COc3cccc4cccnc34)cc2)C1
    -1%	-1%	4%	11%	20%[10 µM]	3%	9%
> CCOC(=O)c1sc2ncn(CC(=O)NCC3CCCO3)c(=O)c2c1C (configuration not stated)
    2%	u	10%	4%	0%	20%[38.3 µM]	14%

Arranged by molar mass (falling): part of the list above
The line under a structure holds: aGlu spleen mod	GAA inhib	GoLoco inh red	GAA glycogen mod	HTT cytoprotect	IMPase Li inh	HttQ103 aggreg
> CCN(CC)Cc1ccccc1Sc1ccccc1
    -5%	-4%	9%	1%	4%[10 µM]	32%[activator]	5%
> CN1CCC(=NNC(=O)C(=O)NC(C)(C)C)CC1
    4%	-8%	13%	6%	-1%	2%[38.3 µM]	1%
> CC(C)NC(=O)c1nn(C)c2ccccc12
    -4%	-1%	10%	8%	1%[0.074 µM]	-4%	19%

Arranged by value in GoLoco inh red (falling): 3 of the compounds above.
Compound | GoLoco inh red
O=c1cc(O)nc(SCc2ccccc2)n1-c1ccc(F)cc1 | 24%
CC(=O)NC1=NN(C(C)=O)C(C)(c2cccs2)S1 (configuration not stated) | 4%
Cc1ccc(S(=O)(=O)Nc2nc(C)c(C(=O)NNS(=O)(=O)c3ccccc3)s2)cc1 | 0%

Continuation.
Short forms: A = aGlu spleen mod; B = GAA inhib; C = GoLoco inh red; D = GAA glycogen mod; E = HTT cytoprotect; F = IMPase Li inh; G = HttQ103 aggreg
compound: COc1ccc(NC(=O)CSc2ccc(NC(C)=O)cc2)cc1S(=O)(=O)N1CCCCC1
  A: 2%; B: -2%; C: -20%; D: 3%; E: -15%[10 µM]; F: 13%; G: 1%

compound: CCCNc1nc2c(c(=O)n(C)c(=O)n2C)n1Cc1cccc(C)c1
  A: -8%; B: -5%; C: -8%; D: -10%; E: 10%[10 µM]; F: 6%[38.3 µM]; G: 14µM*

compound: O=C(Cn1cnc2c(nnn2Cc2ccc(F)cc2)c1=O)Nc1cccc(F)c1
  A: 4%; B: -7%; C: 2%; D: -3%; E: 44%; F: -2%; G: 10%

compound: COCC(C)n1c(C)cc(C(=O)CN2C(=O)NC(Cc3c[nH]c4ccccc34)C2=O)c1C (configuration not stated)
  A: -12%; B: 3%; C: 6%; D: 3%; E: 12%; F: 34%[activator][38.3 µM]; G: -29%

compound: Cc1ccc(Sc2ccc(CN3CCCC3)cc2[N+](=O)[O-])cc1
  A: 2%; B: -6%; C: 10%; D: -1%; E: -8%; F: 15%; G: -12%

compound: O=C(O)CSCc1nc2scc(-c3ccccc3)c2c(=O)[nH]1
  A: 4%; B: -1%; C: 5%; D: 3%; E: -10%; F: 1%; G: 8%

compound: CCc1ccc2nc(NC(=O)Cn3cnc4ccccc4c3=O)sc2c1
  A: -12%; B: 7%; C: 15%; D: -3%; E: -72%[inhibitor]; F: -12%; G: u

compound: OCCC1CN(Cc2cccn2-c2ncccn2)CCN1Cc1ccccc1 (configuration not stated)
  A: -13%; B: 1%; C: 2%; D: 14%; E: -31%[inhibitor]; F: x; G: -14%

compound: Cc1ccccc1C(C(=O)NC1CCCC1)N(C(=O)Cc1cccs1)c1ccc2c(c1)OCCO2 (configuration not stated)
  A: -8%; B: 0%; C: 7%; D: -4%; E: -49%[inhibitor]; F: 7%[38.3 µM]; G: -32%

compound: CSC1=N/C(=C\c2ccccc2F)C(=O)S1
  A: -1%; B: -2%; C: x; D: -4%; E: -14%; F: x; G: 4%

Continued.
Short forms: A = aGlu spleen mod; B = GAA inhib; C = GoLoco inh red; D = GAA glycogen mod; E = HTT cytoprotect; F = IMPase Li inh; G = HttQ103 aggreg
compound: Cc1nn(CC(=O)NCCc2ccc(Cl)cc2)c(C)c1[N+](=O)[O-]
  A: -3%; B: -7%; C: 1%; D: 6%; E: 6%; F: 1%[38.3 µM]; G: 23%

compound: c1ccc(C2=NNC(=NC3CC3)SC2)cc1
  A: -6%; B: 0%; C: -7%; D: -15%; E: -46%[inhibitor]; F: 5%[38.3 µM]; G: 10%

compound: Cc1nc(N)sc1C(=O)N/N=C/c1ccccc1[N+](=O)[O-]
  A: -6%; B: 1%; C: 5%; D: -3%; E: -23%; F: -5%; G: 5%

compound: CN(C)CCNC(=O)C(C(=O)c1ccccc1)n1ccccc1=O (configuration not stated)
  A: -4%; B: -6%; C: 8%; D: 5%; E: 9%; F: 19%[38.3 µM]; G: 0%

compound: COc1cc(OC)c(C2=NOC(C(=O)Nc3c(C)nn(CC(=O)N4CCCC4)c3C)C2)cc1Cl (configuration not stated)
  A: -1%; B: -12%; C: 3%; D: 5%; E: -33%[0.074 µM]; F: -2%[38.3 µM]; G: 12%

compound: Cc1ccc(S(=O)(=O)N2CCN(S(=O)(=O)N3CCOCC3)CC2)cc1C
  A: -2%; B: 0%; C: -12%; D: 4%; E: -9%; F: 31%[38.3 µM]; G: -2%

compound: CS(=O)(=O)c1nc(-c2ccco2)cc(C(F)(F)F)n1
  A: -17%; B: -6%; C: -8%; D: -5%; E: -71%[inhibitor]; F: 27%[38.3 µM]; G: u

compound: CCOC(=O)c1cnc(SCC(=O)c2ccc(Cl)cc2)nc1N
  A: -6%; B: -5%; C: 8%; D: 7%; E: -7%; F: 16%[38.3 µM]; G: -18%

compound: O=C(NC(=S)Nc1ncc(Br)cc1Br)c1cncc(Br)c1
  A: 4%; B: -3%; C: 5%; D: -9%; E: -21%; F: -5%[38.3 µM]; G: -5%

compound: COc1c(C(C)C)oc2cc3oc(=O)ccc3cc12
  A: -2%; B: -3%; C: 4%&-2%; D: 5%; E: -23%; F: 1%&-3%; G: 23%

The listing continues.
Short forms: A = aGlu spleen mod; B = GAA inhib; C = GoLoco inh red; D = GAA glycogen mod; E = HTT cytoprotect; F = IMPase Li inh; G = HttQ103 aggreg
compound: COc1ccccc1CC(=O)Nc1cc2oc3ccccc3c2cc1OC
  A: -4%; B: -3%; C: 1%; D: -11%; E: -1%; F: 1%[38.3 µM]; G: -1%

compound: c1ccc2c(c1)OCC(c1nn3cnnc3s1)O2 (configuration not stated)
  A: -21%; B: 2%; C: -10%; D: 2%; E: -15%[0.074 µM]; F: 17%[38.3 µM]; G: -1%

compound: NC(=O)CSc1nnc(C2CC2)n1-c1ccccc1
  A: -3%; B: 7%; C: 5%; D: 2%; E: 0%; F: -5%[38.3 µM]; G: -9%

compound: O=C(CSc1nn(-c2ccccc2)c(=S)s1)Nc1ncccn1
  A: -11%; B: -9%; C: 19%; D: 4%; E: -3%; F: -11%; G: -6%

This is a subset, so the mix of outcomes need not match the whole.
